IMPase cell inh = IMPase inhibition in cells; AID 901; CHO-M1 cells, IP1 accumulation, HTRF TR-FRET ratio; 120,000 tested, under 10 active; inhibition (IP1 accumulation), % at 46.1 µM; active means well fitted curve in the direction sought with a large enough effect in the signal ratio, not every such curve was filed as active; inconclusive means small, poorly fitted or top-dose-only effect, or a change in a side signal; inactive means no such curve, though single readings can be large or run the other way; the % refers to the signal ratio;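 further: cells stimulated with carbachol in lithium chloride buffer; plate controls were DMSO basal wells for no effect and reference inhibitor wells for full effect; higher means more IMPase inhibition seen as more IP1 and lower FRET ratio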
Target sequence (P97697 whole entry, looked up): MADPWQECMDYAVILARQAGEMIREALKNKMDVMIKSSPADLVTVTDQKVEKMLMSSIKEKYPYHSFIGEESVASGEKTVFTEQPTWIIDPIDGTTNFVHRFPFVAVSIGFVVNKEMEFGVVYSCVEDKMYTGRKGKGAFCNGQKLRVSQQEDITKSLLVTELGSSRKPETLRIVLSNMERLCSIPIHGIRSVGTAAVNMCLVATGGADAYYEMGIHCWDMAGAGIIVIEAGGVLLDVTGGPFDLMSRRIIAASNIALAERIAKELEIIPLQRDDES
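CHO-M1, 2000 cells/well, cultured 16–30 h; cpd up to 46 uM; carbachol (50 uM solution, stimulation buffer w/ 50 mM LiCl, pH 7.4), 30 min 37C; IP-One TR-FRET, 10 min RT; Ex 320/Em 665, 620; Hill-fit AC50.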
PNC inhibitor = perinucleolar compartment assembly inhibition. PC3M PTB-GFP, PNC prevalence imaging, 16 h; active compounds read low. activity change (PNC), negative = inhibition, % at 10 µM. actives 3.1% (n = 140,000);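 active means readout at or below -70, meaning at least 70% loss of cells showing the perinucleolar compartment, a nuclear body marking cancer cells; inconclusive means readout between -30 and a set limit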;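 further: plate controls were DMSO wells for no effect and camptothecin positive control wells for full effect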
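Compounds are pinned in duplicate onto adhered PC3M cells stably expressing GFP-tagged PTB and incubated 16 h at 37 C. Cells are then fixed, nuclei stained with Hoechst, and PNC-positive cells counted.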
ALOX12 inhib = blocks human 12-lipoxygenase activity; purified 12-hLO, xylenol orange hydroperoxide absorbance; P18054; AID 1452; actives 0.12% (n = 150,000); Potency, µM (series often up to 57.1 µM), inactives show top-dose activity change, negative = inhibition, most hits filed as inhibitors; further: potency means the concentration at half of the fitted maximal effect; nearly all actives have a fitted effect of over 55% in size; many of its hits are not listed in these tables
Target sequence (P18054 whole entry, looked up): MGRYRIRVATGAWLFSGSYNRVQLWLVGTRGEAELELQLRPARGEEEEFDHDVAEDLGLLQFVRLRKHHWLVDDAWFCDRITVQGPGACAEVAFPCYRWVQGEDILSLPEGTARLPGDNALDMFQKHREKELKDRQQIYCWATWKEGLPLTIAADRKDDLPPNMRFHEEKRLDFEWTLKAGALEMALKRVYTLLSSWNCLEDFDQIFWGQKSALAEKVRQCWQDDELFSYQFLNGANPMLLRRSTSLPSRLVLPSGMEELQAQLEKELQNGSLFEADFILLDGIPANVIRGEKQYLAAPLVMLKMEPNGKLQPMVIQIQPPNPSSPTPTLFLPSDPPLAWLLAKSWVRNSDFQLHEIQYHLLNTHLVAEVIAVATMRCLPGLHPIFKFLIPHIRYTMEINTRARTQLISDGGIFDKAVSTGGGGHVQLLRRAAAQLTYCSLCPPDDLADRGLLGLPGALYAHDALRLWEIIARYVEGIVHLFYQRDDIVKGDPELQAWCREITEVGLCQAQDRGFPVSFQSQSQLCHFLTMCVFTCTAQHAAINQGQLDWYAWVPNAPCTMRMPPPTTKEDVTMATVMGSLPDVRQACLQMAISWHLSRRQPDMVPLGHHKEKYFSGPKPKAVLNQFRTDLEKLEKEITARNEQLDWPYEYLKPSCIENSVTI
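Xylenol orange chromogenic assay: hydroperoxide from 12hLO oxidises Fe(II), giving red-shifted Fe(III)-XO absorbance. Conditions: 150 nM enzyme, 40 uM arachidonic acid, 25 mM Hepes pH 7.0, 0.01% Triton X-100, 30 min, room temperature.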
15-hLO-2 inh = 15-hLO-2 (ALOX15B) enzyme inhibition; O15296; purified 15hLO-2, xylenol orange hydroperoxide absorbance; Potency, µM (series often up to 57.1 µM), without a hit: top-dose activity change, negative = inhibition, most hits filed as inhibitors; actives 0.56% (n = 110,000); further: potency means the concentration at half of the fitted maximal effect; nearly all actives have a fitted effect of over 60% in size; many of its hits are not listed in these tables
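Enzyme 50 nM, AA 45 uM, 25 mM Hepes pH 7.5 + 0.01% Triton X-100; cpd preinc 15 min RT, rxn 90 min RT; stop/detect with 200 uM XO + 300 uM Fe(II) in 50 mM H2SO4, 30 min; A573/A405.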
* marks the source's active call; other numbers are inactive results; [ ] = dose if it differs, or a comment. Unless noted, the call rests on the fitted dose curve; in most records, active means well fitted curve in the direction sought with a large enough effect; inconclusive means small, poorly fitted or top-dose-only effect, or another doubt; inactive means no such curve, though single readings can be large; an effect the other way counts as inactive or inconclusive. Unless noted, on the % scale 0 is the no-effect control and ±100 the full control effect. These rows are one share of the data. The share of hits here may be higher or lower than overall.

`COc1ccc(NC(=O)CS(=O)CC(=O)NC2CCCc3ccccc32)cc1` (stereo not given) gave IMPase cell inh 9, PNC inhibitor inconclusive, ALOX12 inhib -5% and 15-hLO-2 inh -4%.
For CC(NC(=O)C1CCCC1)C1CC2CCC1C2 (stereo not given) the results were PNC inhibitor 15 and ALOX12 inhib 3%.
Screening O=C(Nc1nccs1)Oc1ccccc1 returned IMPase cell inh 2, PNC inhibitor -21, ALOX12 inhib -1% and 15-hLO-2 inh 0%.
`COc1cc(S(=O)(=O)N2CCN(c3ccc(F)cc3)CC2)ccc1Cl` gave IMPase cell inh inconclusive, PNC inhibitor inconclusive, ALOX12 inhib -6% and 15-hLO-2 inh 13%.
Screening CCOc1ccc(S(=O)(=O)Nc2ccc(O)c(Sc3ncn[nH]3)c2)cc1 returned IMPase cell inh -1, PNC inhibitor 20 and ALOX12 inhib 5%.
Screening CCCCOc1ccc(C(=O)N2CCC(C)CC2)cc1 returned IMPase cell inh -14, PNC inhibitor 17, ALOX12 inhib -4% and 15-hLO-2 inh 0%.
Screening CC1(C)CC(=O)C(=Cc2cn(CCC#N)nc2-c2ccc(F)cc2)C(=O)C1 returned PNC inhibitor inconclusive and ALOX12 inhib -5%.
`CCN1CCN(CC(O)COc2cccc(OC)c2)CC1` (stereo not given) gave IMPase cell inh 2, PNC inhibitor inconclusive, ALOX12 inhib -2% and 15-hLO-2 inh 1%.
CCC(=O)N1CCn2c1nc1ccccc12 was read as IMPase cell inh 5, PNC inhibitor 80 and ALOX12 inhib -2%.
Screening NC(=S)N/N=C/c1ccc2ccccc2c1 returned PNC inhibitor 36 and ALOX12 inhib -4%.
Screening Fc1ccc(-c2csc(N3CCC(c4ccccc4)C3)n2)cc1 (stereo not given) returned IMPase cell inh 5, PNC inhibitor inconclusive, ALOX12 inhib 0% and 15-hLO-2 inh 0%.
Screening CCCOc1ccc(C(=O)NCC(c2cccs2)N(C)C)cc1OC (stereo not given) returned IMPase cell inh 15, PNC inhibitor inconclusive and ALOX12 inhib 0%.
For Cc1ccc(Nc2nc(-c3sc(NC(=O)c4cccc(Cl)c4)nc3C)cs2)cc1 the results were IMPase cell inh -4, PNC inhibitor -14, ALOX12 inhib -8% and 15-hLO-2 inh -3%.
Screening O=C(NCc1cn2ccsc2n1)c1cccs1 returned IMPase cell inh 0, PNC inhibitor 31, ALOX12 inhib -1% and 15-hLO-2 inh 0%.
For COC(=O)c1[nH]c2cc(OC)ccc2c1NC(=O)CN1CCC(C(N)=O)(N2CCCCC2)CC1 the results were IMPase cell inh 21, PNC inhibitor -29 and ALOX12 inhib 0%.

3 entries drawn at random from those above:
Screening O=C(Nc1nccs1)Oc1ccccc1 returned IMPase cell inh 2, PNC inhibitor -21, ALOX12 inhib -1% and 15-hLO-2 inh 0%.
CCC(=O)N1CCn2c1nc1ccccc12 was read as IMPase cell inh 5, PNC inhibitor 80 and ALOX12 inhib -2%.
Screening NC(=S)N/N=C/c1ccc2ccccc2c1 returned PNC inhibitor 36 and ALOX12 inhib -4%.

Carrying on.
`O=C(C1CC(c2ccc(F)cc2)=NO1)N1CCN(Cc2ccccc2)CC1` (stereo not given) gave IMPase cell inh 0, PNC inhibitor 0, ALOX12 inhib -4% and 15-hLO-2 inh 8%.
For COc1ccc(Nc2nc(Nc3ccc(OC)cc3OC)nc(N3CCN(C)CC3)n2)c(OC)c1 the results were PNC inhibitor -18 and ALOX12 inhib -2%.
Screening NC(=O)c1ccc(NC(=O)COC(=O)c2cccc(Oc3ccccc3)c2)cc1 returned PNC inhibitor 27 and ALOX12 inhib 2%.
For COC(=O)CSc1nnc(-c2sc3cc(OC)ccc3c2Cl)n1C the results were IMPase cell inh 7, PNC inhibitor 9, ALOX12 inhib -12% and 15-hLO-2 inh -1%.
O=C(Nc1cccnc1)C1CC(c2ccccc2O)=NO1 (stereo not given) was read as IMPase cell inh -1, PNC inhibitor -9, ALOX12 inhib -4% and 15-hLO-2 inh -4%.
For NC(=O)CSc1nnc(CNc2ccc(F)cc2)n1CC1CCCO1 (stereo not given) the results were IMPase cell inh 9, PNC inhibitor 51, ALOX12 inhib 10% and 15-hLO-2 inh -5%.
`Cc1cccc(NCc2cc(Cl)cc(Cl)c2O)n1` gave IMPase cell inh -4, PNC inhibitor 132 and ALOX12 inhib -20%.
Screening CN(C)c1ccc(NC(=O)c2sc(SCC(=O)Nc3ccc(Br)cc3)nc2N)cc1 returned IMPase cell inh -6, PNC inhibitor inconclusive and ALOX12 inhib -6%.
Screening O=C(CNS(=O)(=O)c1ccc(Br)s1)N1CCN(C(=O)c2ccco2)CC1 returned IMPase cell inh 5, PNC inhibitor -14, ALOX12 inhib 7% and 15-hLO-2 inh 2%.
`CSc1ccc(S(=O)(=O)Nc2ccc(S(=O)(=O)Nc3ccc(C)cc3)cc2)cc1` gave IMPase cell inh -11, PNC inhibitor 19, ALOX12 inhib inconclusive and 15-hLO-2 inh -18%.
Screening N#CC1=C(S)N(c2ccccc2)C(c2cccs2)NC1=O (stereo not given) returned IMPase cell inh -2, PNC inhibitor 35, ALOX12 inhib 2% and 15-hLO-2 inh -1%.
Screening COc1ccc(NC(=S)NCCc2c[nH]c3ccccc23)c(OC)c1 returned PNC inhibitor 5 and ALOX12 inhib inconclusive.
Screening O=C(CSc1nc(CCC2CCCC2)nc2ccccc12)NCc1ccc2c(c1)OCO2 returned PNC inhibitor -1 and ALOX12 inhib -10%.
For COc1ccc(NC(=O)Cc2nn(C)c(=O)c3ccccc23)c2ncccc12 the results were IMPase cell inh 12, PNC inhibitor 18, ALOX12 inhib 3% and 15-hLO-2 inh -17%.
Cn1c(=O)c2c(ncn2CC(=O)N/N=C/C(Cl)=C/c2ccccc2)n(C)c1=O was read as IMPase cell inh 2, PNC inhibitor -6 and ALOX12 inhib 3%.
For COc1ccc(C(=O)OCCN=C2NS(=O)(=O)c3ccccc32)cc1OC the results were IMPase cell inh -2, PNC inhibitor 20, ALOX12 inhib -4% and 15-hLO-2 inh -6%.
CCCc1nc2ccccc2c(=O)n1/N=C/c1ccc(O)cc1O was read as IMPase cell inh 3, PNC inhibitor inconclusive, ALOX12 inhib -17% and 15-hLO-2 inh -5%.
Screening CCOC(=O)c1sc2nc3c(SCCC#N)cc(C(=O)c4cc(F)ccc4O)cn3c(=O)c2c1C returned PNC inhibitor -14 and ALOX12 inhib 3%.
`CCCCOCCCNc1ncnc2c1[nH]c1ccccc12` gave IMPase cell inh 15, PNC inhibitor 13, ALOX12 inhib 5% and 15-hLO-2 inh 38%[activator].
For Cc1ccc(NC(=O)CC2SC(=NCC3CCCO3)NC2=O)cc1Cl (stereo not given) the results were IMPase cell inh -8, PNC inhibitor 14 and ALOX12 inhib -3%.
`CCCCNC(=O)CCn1c(=O)c2ccccc2n(CC(=O)Nc2ccccc2OCC)c1=O` gave IMPase cell inh 3, PNC inhibitor 8, ALOX12 inhib 2% and 15-hLO-2 inh inconclusive.
Screening Cc1ccccc1N1CCN(S(=O)(=O)c2ccc3oc(=O)ccc3c2)CC1 returned IMPase cell inh -2, PNC inhibitor 13, ALOX12 inhib -3% and 15-hLO-2 inh -5%.
`CCOC(=O)c1c(C)n(C)c2ccc(OC(C)=O)cc12` gave IMPase cell inh 0, PNC inhibitor -26 and ALOX12 inhib -3%.
For COc1ccc(Nc2nc(N)nc(C(F)(F)F)n2)c(OC)c1 the results were IMPase cell inh 6, PNC inhibitor 30, ALOX12 inhib -1% and 15-hLO-2 inh 8%.
`CCc1ccc2[nH]c(=O)c(CN(Cc3ccc4c(c3)OCO4)C(=O)c3ccco3)cc2c1` gave IMPase cell inh 8, PNC inhibitor inconclusive, ALOX12 inhib -13% and 15-hLO-2 inh inconclusive.
Screening O=C(O)c1ccccc1/C=N\N=C1c2ccccc2-c2ccccc21 returned ALOX12 inhib 5%[11.4 µM] and 15-hLO-2 inh 3%[11.4 µM].
For CCOC(=O)c1ccc(S(=O)(=O)N2CCN(S(=O)(=O)CC)CC2)cc1 the results were IMPase cell inh 2, PNC inhibitor 41, ALOX12 inhib -2% and 15-hLO-2 inh -3%.
`COCCCNC(=O)CCS(=O)(=O)Cc1ccc(C)cc1` gave IMPase cell inh 5, PNC inhibitor 52, ALOX12 inhib 4% and 15-hLO-2 inh inconclusive.
For O=C(NCc1ccco1)c1ccc(COc2cc(Cl)ccc2Cl)cc1 the results were IMPase cell inh -10, PNC inhibitor -2 and ALOX12 inhib -5%.
`C#CCN1C(=O)C(O)(CC(=O)c2cccc(OC)c2)c2ccccc21` (stereo not given) gave IMPase cell inh 6, PNC inhibitor inconclusive, ALOX12 inhib -6% and 15-hLO-2 inh -7%.
Screening O=C(c1ccccc1F)N1CCN(c2cccc(C(F)(F)F)c2)CC1 returned IMPase cell inh 7, PNC inhibitor 28, ALOX12 inhib -5% and 15-hLO-2 inh 12%.
`CCOC(=O)C1=C(CSc2nccn2C)NC(=O)NC1c1ccc2c(c1)OCO2` (stereo not given) gave IMPase cell inh 0, PNC inhibitor -20, ALOX12 inhib -4% and 15-hLO-2 inh -2%.
Screening CCC1Oc2ccc(C)cc2N(CC(=O)NCc2cc(OC)ccc2OC)C1=O (stereo not given) returned IMPase cell inh 15, PNC inhibitor 7, ALOX12 inhib 6% and 15-hLO-2 inh 1%.
Screening Cc1cccc(C)c1Nc1nnc(SCc2nc3ccccc3s2)s1 returned IMPase cell inh 4, PNC inhibitor -11 and ALOX12 inhib -8%.
CSc1nc(C)c2c(n1)N(c1ccc(C(C)C)cc1)CC2 was read as IMPase cell inh 4, PNC inhibitor inconclusive, ALOX12 inhib 0% and 15-hLO-2 inh -1%.
For COc1ccccc1N1C(=O)CC(Sc2n[nH]c(-c3cccc(C)c3)n2)C1=O (stereo not given) the results were PNC inhibitor 28 and ALOX12 inhib -1%.
CC(=O)c1cccc(NC(=S)NCCCCc2ccccc2)c1 was read as IMPase cell inh -16, PNC inhibitor 64 and ALOX12 inhib -22%.
CCOC(=O)C1CCN(C(C)=C2C(=O)c3ccccc3C2=O)CC1 was read as IMPase cell inh 2, PNC inhibitor 39, ALOX12 inhib 14% and 15-hLO-2 inh 17%.
COc1ccc(-c2cccc(C(=O)Nc3ccc(OC)c(OC)c3)c2)cc1 was read as IMPase cell inh 2, PNC inhibitor -12, ALOX12 inhib -13% and 15-hLO-2 inh -10%.
For CCC(C)N(C(=O)COC(=O)Cc1n[nH]c(=O)c2ccccc12)C1CCS(=O)(=O)C1 (stereo not given) the results were IMPase cell inh -2, PNC inhibitor 25, ALOX12 inhib 0% and 15-hLO-2 inh -1%.
For CCn1c(CNc2nc3ccccc3n2C(C)C)nc2ccccc21 the results were IMPase cell inh 4, PNC inhibitor 17, ALOX12 inhib 2% and 15-hLO-2 inh 44%[activator].
For CCn1c(C(C)NC(=O)c2cccs2)nc2ccccc21 (stereo not given) the results were IMPase cell inh -4, PNC inhibitor -15, ALOX12 inhib 0% and 15-hLO-2 inh 7%.
For Cc1ccc(N(CC(=O)O)S(=O)(=O)c2cccc3nonc23)cc1 the results were IMPase cell inh 9, PNC inhibitor inconclusive, ALOX12 inhib -6% and 15-hLO-2 inh -6%.
For Cc1cc2c(c(=O)o1)C1(C(=O)N(CC(=O)O)c3ccccc31)C(C#N)=C(N)O2 (stereo not given) the results were IMPase cell inh -1, PNC inhibitor -7, ALOX12 inhib -2% and 15-hLO-2 inh 0%.
`COc1ccc(C)cc1NC(=O)C(CCS(C)(=O)=O)NC(C)=O` (stereo not given) gave IMPase cell inh -4, PNC inhibitor -12, ALOX12 inhib 5% and 15-hLO-2 inh -3%.
`CCOC(=O)c1sc(=S)n(-c2ccc(F)c(F)c2)c1N` gave IMPase cell inh 0, PNC inhibitor -14, ALOX12 inhib 1% and 15-hLO-2 inh 2%[2.29 µM].

Source: PubChem BioAssay
